# Bioassay records from PubChem BioAssay.
# APE1 inh – APE1 (human) endonuclease inhibition; P27695; recombinant APE1, TAMRA/BHQ-2 abasic DNA cleavage fluorescence; Potency, µM (titrated, usually from 65.8 µM), for inactives: at the highest dose activity change, negative = inhibition, usual class: inhibitors; hit rate 0.35% among 350,000; AID 2517;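 further: potency means the concentration at half of the fitted maximal effect; plate controls were vehicle for no effect and reference inhibitor for full effect; nearly all actives have a fitted effect of over 55% in size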
# Target sequence (P27695 whole entry, looked up): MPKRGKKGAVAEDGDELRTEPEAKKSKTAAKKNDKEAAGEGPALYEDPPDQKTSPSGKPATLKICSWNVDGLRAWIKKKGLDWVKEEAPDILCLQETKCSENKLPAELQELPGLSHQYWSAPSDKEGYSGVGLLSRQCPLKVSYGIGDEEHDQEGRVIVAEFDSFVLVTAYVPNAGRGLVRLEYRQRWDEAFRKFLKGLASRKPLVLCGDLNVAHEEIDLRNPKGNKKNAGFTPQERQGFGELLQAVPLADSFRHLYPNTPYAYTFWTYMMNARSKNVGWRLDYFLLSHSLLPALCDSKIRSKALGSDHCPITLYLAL
#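 Measures dequenching upon AP-site incision of a 5'-TAMRA/3'-BHQ-2 THF-containing duplex, 50 nM; human APE1 0.75 nM after 15 min room-temperature exposure to compound; kinetic three-point read at one-minute spacing.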
# Pol iota inh – blocks human DNA polymerase iota activity; Q9UNA4; Pol iota fluorescent replication assay, 10 min; Potency, µM (series often up to 115 µM), inactives show top-dose activity, negative = inhibition, usual class: inhibitors; hit rate 1% among 390,000; further: potency means the concentration at half of the fitted maximal effect
#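 Fluorescent replication assay read twice, at 0 min and 10 min after adding 50 nM (final) substrate. Enzyme (10 nM) and compounds were first incubated 15 min at room temperature; enzyme-free buffer wells were negative controls.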
# Apoferritin bind – binds horse apoferritin like a general anesthetic; apoferritin/1-aminoanthracene competitive binding, fluorescence; Potency, µM (doses to about 77.5 µM), without a hit: top-dose activity change, negative = displacement, actives largely listed as inhibitors; hit rate 0.074% among 350,000; AID 485281; further: potency means the concentration at half of the fitted maximal effect; on the % scale 0 is the no-effect control and ±100 the full control effect; nearly all actives have a fitted effect of over 20% in size
# Target sequence (P02791 2-175 limits assumed): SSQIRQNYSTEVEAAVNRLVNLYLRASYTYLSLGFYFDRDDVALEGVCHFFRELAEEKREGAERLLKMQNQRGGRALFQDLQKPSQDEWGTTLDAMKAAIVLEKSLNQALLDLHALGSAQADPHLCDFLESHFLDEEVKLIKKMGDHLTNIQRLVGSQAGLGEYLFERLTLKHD
#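 Concentration-response curves derived by four-parameter Hill fitting of normalized fluorescence, where compounds displaced 1-AMA from 10 uM horse apoferritin following a brief 10 min room-temperature incubation; propofol titration acted as positive control.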
# PGK inhibitor – inhibitors of T. brucei phosphoglycerate kinase | PGK/GAPDH coupled, Kinase-Glo luminescence, 60 min | Potency, µM (titrated, usually from 57.5 µM), without a hit: top-dose activity change, negative = inhibition, usual class: inhibitors | hit rate 0.043% among 380,000 | AID 602233; further: potency means the concentration at half of the fitted maximal effect; on the % scale 0 is the no-effect control and ±100 the full control effect; nearly all actives have a fitted effect of over 60% in size
# Target sequence (P07378 whole entry, looked up): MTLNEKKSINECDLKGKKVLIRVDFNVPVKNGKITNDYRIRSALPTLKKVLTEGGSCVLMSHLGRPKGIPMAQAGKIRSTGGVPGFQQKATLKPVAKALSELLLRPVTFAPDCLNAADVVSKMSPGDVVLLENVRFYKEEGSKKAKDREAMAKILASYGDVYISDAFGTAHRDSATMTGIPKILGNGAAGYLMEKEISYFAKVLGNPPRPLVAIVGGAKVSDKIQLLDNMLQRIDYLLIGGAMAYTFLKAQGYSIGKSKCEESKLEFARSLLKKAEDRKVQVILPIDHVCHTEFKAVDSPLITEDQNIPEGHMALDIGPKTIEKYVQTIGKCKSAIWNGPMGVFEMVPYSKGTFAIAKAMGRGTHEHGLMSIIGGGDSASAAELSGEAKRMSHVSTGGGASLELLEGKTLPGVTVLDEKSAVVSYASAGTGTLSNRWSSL
#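 Recombinant glycosomal PGK reaction used 1,3-bisphosphoglycerate generated in-well by GAPDH (100nM final) in 100mM TEA pH 7.6, 5mM MgCl2, 0.01% Tween-20. After 60 minutes at room temperature, ATP was read by Kinase-Glo Plus luminescence end-point.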
# POLH inh – blocks human DNA polymerase eta activity. recombinant Pol eta, fluorescent DNA replication assay. AID 588591. hit rate 1.2% among 390,000. Potency, µM (top dose mostly 114 µM), for the others: at the highest dose activity change, negative = inhibition, most hits filed as inhibitors; further: potency means the concentration at half of the fitted maximal effect; on the % scale 0 is the no-effect control and ±100 the full control effect
#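 Fluorescent replication assay: 50 nM final substrate added after a 15 min room-temperature compound preincubation with 10 nM enzyme. Signal taken at 0 min and again at 10 min.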
# Pol beta inh – inhibitors of human DNA polymerase beta; hit rate 1.3% among 340,000; Potency, µM (highest dose often 114 µM), for the others: top-dose activity change, negative = inhibition, usual class: inhibitors; AID 485314; Pol beta primer extension/strand displacement, fluorescence kinetic; further: potency means the concentration at half of the fitted maximal effect; on the % scale 0 is the no-effect control and ±100 the full control effect
#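 Homogeneous kinetic assay of primer extension and strand displacement by 10 nM Pol beta, preincubated 15 min at room temperature with compound before 50 nM substrate (final) was added. Read at 0 and 10 min; four-parameter Hill fit.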
# Pol kappa inh – inhibitors of human DNA polymerase kappa; Q9UBT6; purified Pol kappa, fluorescent DNA synthesis assay, 10 min; Potency, µM (doses to about 107 µM), for the others: at the top dose activity, negative = inhibition, most hits filed as inhibitors; hit rate 0.53% among 400,000; AID 588579; further: potency means the concentration at half of the fitted maximal effect; on the % scale 0 is the no-effect control and ±100 the full control effect
#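 Fluorescent qHTS in 1536-well format: enzyme (10 nM) and compound sat 15 min at room temperature before 50 nM substrate (final) was added. Signal taken at 0 and 10 min; no-enzyme buffer wells were negative controls.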
# BLM inh – inhibitors of human Bloom syndrome helicase BLM | P54132 | recombinant BLM DNA unwinding, fluorescence dequenching | Potency, µM (titrated, usually from 56.1 µM), for the others: at the top dose activity change, negative = inhibition, most hits filed as inhibitors | hit rate 0.2% among 350,000 | AID 2528;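 further: potency means the concentration at half of the fitted maximal effect; plate controls were vehicle for no effect and no enzyme for full effect; nearly all actives have a fitted effect of over 35% in size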
# RXFP1 antag – RXFP1 (human) relaxin receptor antagonism. Q9HBX9. HEK293-RXFP1, relaxin-stimulated cAMP HTRF, 30 min; hits give low values. activity change, negative = inhibition, % at 57.5 µM. hit rate 0.59% among 350,000. AID 1259400;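 active means activity change of -60% or lower, but not beyond a set lower limit; inconclusive means change between -60% and -40%, or beyond the set limit; inactive means change above -40%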; further: on the % scale 0 is the no-effect control and ±100 the full control effect
# Active calls of the source: *; i = inactive; ? = inconclusive; / = no result given; & = joins results of further samples; [ ] = dose if it differs, or a comment. Unless noted, the call rests on the fitted dose curve; in most records, active means well fitted curve in the direction sought with a large enough effect; inconclusive means small, poorly fitted or top-dose-only effect, or another doubt; inactive means no such curve, though single readings can be large; an effect the other way counts as inactive or inconclusive.
SMILES,APE1 inh,Pol iota inh,Apoferritin bind,PGK inhibitor,POLH inh,Pol beta inh,Pol kappa inh,BLM inh,RXFP1 antag
CC(C)(C)c1ccc(OCCC(=O)Nc2cccc(S(=O)(=O)N3CCCCC3)c2)cc1,-2%,145%[activator],?,i,-13%,-24%,-14%,-6%,-15
Cc1ccc(S(=O)(=O)N2CCOCC2)cc1NC(=O)CN1C(=O)NC(C)(c2ccc(Cl)cc2Cl)C1=O (stereo not given),40%,-23%,/,-8%,-6%,/,0%,/,-1
CC(C)N(CCNC(=O)C1CCC(=O)N1Cc1ccc(F)cc1)Cc1ccccc1 (stereo not given),-1%,7%,-10%,-10%,1%,25%,-3%,0%,-16
COc1ccc2[nH]c3c(c2c1)CCN1C(=O)C(CC(=O)NC/C=C(\C)CCC=C(C)C)C[C@H](C(=O)N(C(C)C)C(C)C)[C@@]31C (stereo not given in full),-29%,32%[activator],/,6%,-31%,/,-8%,/,/
COc1ccc(NC(=O)C2=Cc3cccc(OC)c3OC2)cc1,3%,55%[activator],-18%,-5%,-23%,?,0%,-1%,-14
O=C(Cc1nn[nH]n1)Nc1cc(Cl)cc(Cl)c1,-4%,?,25%,/,-5%,-19%,4%,-4%,1
COc1ccc(CN2CC(C(=O)NC3CCCCC3)CC2=O)cc1 (stereo not given),-3%,-13%,5%,3%,-2%,2%,-11%,0%,10
OC(COc1ccccc1Cl)CN1CCN(CC(O)COc2ccccc2Cl)CC1 (stereo not given),12%,-25%[58.9 µM],-20%,i,-12%,0%,-6%,-7%,-2
O=C(CSc1nc2ccccc2s1)Nc1ccc2c(c1)oc1ccccc12,1%,5%,-8%,-4%,-14%,?,-22%,-10%,-1
O=C(N/C(=C\c1ccco1)C(=O)N1CCCC1)c1ccccc1,3%,107%[activator],5%,5%,0%,35%,-4%,-1%,8
CC(=O)NCC(=O)OCc1ccc([N+](=O)[O-])cc1,7%,-2%,-2%,i,-9%,-20%,-11%,5%,10
CCCN(Cc1ccccc1)C(=S)NC(=O)c1ccccc1[N+](=O)[O-],-1%,102%[activator],-8%,-6%,-18%,-3%,8%,-1%,-19
O=C(c1cc(-c2ccc(Br)cc2)on1)N1CCCCCC1,-7%,37%[activator],5%,-7%,-5%,13%,-12%,0%,5
O=C(Nc1ccccc1N1CCOCC1)c1ccc(N2CCOCC2)c([N+](=O)[O-])c1,0%,25%,-12%,-6%,-14%,3%,2%,0%,11
CCCCOc1cccc(NC(=O)CSc2nncn2C)c1,15%,19%,8%,-2%,-18%,18%,-25%,2%,-6
CC(=O)Nc1ccc(N2CCOCC2)c(Cl)c1,1%,82%[activator],-10%,-7%,-15%,28%,-20%,2%,-5
O=C(Nc1cc(C(=O)N2CCN(c3ccccc3O)CC2)ccc1Cl)c1cccs1,2%,11%,/,1%,2%,/,-11%,/,-12
COc1ccc(CCCc2nnc(SCC(=O)NN)o2)cc1,-3%,40%[activator],?,0%,-4%,22%,-5%,-10%,0
COc1ccc(C(=O)Nc2c(N)nc(SCC(=O)N3CCC(C)CC3)[nH]c2=O)cc1,2%,23%,-1%,7%,-14%,1%,-11%,-7%,8
NC(=O)c1ccc(NC(=O)Cc2cccs2)cc1,18%,?,-4%,0%,50µM*,40µM*,?,-10%,-3
CCC(=O)c1cn(CC(=O)Nc2ccccc2)c2ccccc12,-2%,39%[activator],-5%,-5%,7%,25%,-11%,-7%,2
C=CCNC(=O)c1ccccc1NC(=O)Cc1ccccc1[N+](=O)[O-],-1%,175%[activator],4%,8%,-14%,4%[57.1 µM],-9%,4%,-7
CCc1ccc(C2=NN(C(C)=O)C(c3ccco3)C2)cc1 (stereo not given),25%,-5%,-18%,i,-14%,2%,6%,4%,-20
CCOC(=O)c1ccc(N2CCOCC2)c(NS(=O)(=O)c2ccc(F)cc2)c1,?,30%[activator],-16%,-6%,-19%,0%,-14%,-3%,7
CCS(=O)(=O)N1CCCC(C(=O)NCCc2ccc(OC)c(OC)c2)C1 (stereo not given),17%,-3%,4%,-3%,-7%,0%,-4%,1%,-13

# (continued)
SMILES,APE1 inh,Pol iota inh,Apoferritin bind,PGK inhibitor,POLH inh,Pol beta inh,Pol kappa inh,BLM inh,RXFP1 antag
COc1ccc(CNC(=O)CN(C)Cc2ccccc2F)cc1OC,31%[12.4 µM],52%[activator],-2%,7%,6%,-8%,-4%,-1%,4
CCOc1ccc(CNC(=O)CSc2nnc(C)c3c(C)n(-c4ccc(Cl)cc4)nc23)cc1,/,40%[activator],-10%,i,-12%,12%,4%,0%,-11
COc1ccccc1NC(=O)c1ccccc1S(=O)(=O)c1ccc([N+](=O)[O-])cc1,12%,21%,-12%,i,-6%,30%,-9%,-8%,6
C=CCOc1ccc(/C=C/C(=O)OCc2csc(CC(=O)Nc3ccccc3C)n2)cc1,5%,12%,/,5%,-18%,/,-15%,/,-2
COc1ccccc1NC(=O)C(CC=C(Cl)Cl)C(C)=O (stereo not given),-2%,9%,?,-5%,-20%,3%,-5%,2%,7
Cc1cccc(NC(=O)CSc2nc(-c3cccs3)cc(C(F)(F)F)c2C#N)c1,/,11%,4%,i,-3%,2%,-14%,-4%,/
Cc1ccc2c(c1)[C@H]1[C@H](CO2)[C@H](c2ccccc2)[C@]2(C)C(=O)N(Cc3ccccc3)CC(=O)N12,-11%,20%,/,i,-18%,/,-13%,/,/
Cc1cc(/C=C(/C#N)C(=O)Nc2ccc(Cl)cc2)c(C)n1-c1cccnc1,18%,23%,-11%,0%,-4%,17%,-15%,-2%,-28
C=CCn1c(Oc2cc(C)ccc2C)nc2c1c(=O)n(C)c(=O)n2C,1%,20%,-8%,8%,-14%,0%,3%,-3%,-2
CCN(CC)S(=O)(=O)c1cccc(C(=O)NC(C(=O)NC2=NCCS2)C(C)C)c1 (stereo not given),4%,11%,-14%,-7%,1%,4%,-6%,0%,4
O=C(OCC(=O)N1CCc2ccccc21)c1ccc([N+](=O)[O-])cc1,5%,0%,/,0%,-6%,/,-11%,/,-5
CCc1ccc(N(C(C)=O)C2C=CS(=O)(=O)C2)cc1 (stereo not given),0%,-4%,0%,i,-11%,2%,7%,1%,-10
COc1ccc(CCN2CC(C(=O)NCCN3CCOC3=O)CCC2=O)cc1 (stereo not given),15%,25%,-5%,i,-11%,41%,-4%,-7%,-9
COc1ccc(-c2nc3n(c(=O)c2C#N)CCCS3)cc1,3%,-7%,-23%,-2%,-5%,-20%,-6%,2%,12
Cc1ccc(S(=O)(=O)N(C(=O)c2ccco2)c2cc3sc(=O)oc3c3ccccc23)cc1,-4%,?,-22%,-9%,-11%,6%,-15%,-7%,-79*
COc1ccc(-c2noc(N3CCC(C(=O)NCc4ccc(F)cc4)CC3)n2)cc1,12%,-4%,-2%,-8%,-1%,9%,16%,-3%,-8
COc1ccc(C(=O)CCN2CCN(c3ccccc3OC)CC2)cc1,2%,?,-2%,-9%,-11%,16%,3%,-2%,-25
COc1ccccc1[C@@H]1C(c2ccc(F)cc2)=NN(c2ccccc2)[C@H]1C(=O)N1CCOC1=O,-9%&0%,-14%,448%[activator],-3%,?,2%,-14%[60.1 µM],-10%[75.6 µM],/
CCn1nc(C(=O)Nc2nc(-c3ccccn3)cs2)c2ccccc2c1=O,13%,?,/,7%,-4%,/,-10%,/,-6
Cc1nc2c(=O)n(C)c(=O)[nH]c2n1Cc1ccccc1,15%,2%,-4%,-1%,3%,43%,-7%,-2%,-9
CCN(CCNC(=O)c1ccc(C#N)cc1)c1cccc(C)c1,17%,33%[activator],7%,-5%,-9%,0%,3%,-10%,3
O=C(Nc1cnc2sccn2c1=O)c1ccc(Cl)cc1Cl,11%,-7%,-9%,-3%,-3%,2%,-13%,-3%,3
CCOC(=O)c1ccc[n+](CC(=O)c2ccc(NC(=O)c3ccccc3)cc2)c1,23%,5%,-13%,-11%,-12%,39%,11%,0%,-3
O=C(CSc1nnc2n1CCCN2)c1ccc([N+](=O)[O-])cc1,-3%,9%,-1%,-2%,-8%,-1%,-5%,-4%,-22
CCCCc1nc2ccccc2c(N)c1CCC (tested in a mixture with another compound),7%,148%[activator],-4%,4%,-26%,8%,-11%,119%[activator],-7

# Entries of single compounds, looked up by structure. Values in the order: APE1 inh	Pol iota inh	Apoferritin bind	PGK inhibitor	POLH inh	Pol beta inh	Pol kappa inh	BLM inh	RXFP1 antag
# Record of `CC(C)(C)c1ccc(OCCC(=O)Nc2cccc(S(=O)(=O)N3CCCCC3)c2)cc1` : -2%	145%[activator]	?	i	-13%	-24%	-14%	-6%	-15
# Record of `CCOC(=O)c1ccc(N2CCOCC2)c(NS(=O)(=O)c2ccc(F)cc2)c1` : ?	30%[activator]	-16%	-6%	-19%	0%	-14%	-3%	7
# Record of `COc1ccc(CN2CC(C(=O)NC3CCCCC3)CC2=O)cc1` (stereo not given) : -3%	-13%	5%	3%	-2%	2%	-11%	0%	10
# Record of `COc1ccc(CCN2CC(C(=O)NCCN3CCOC3=O)CCC2=O)cc1` (stereo not given) : 15%	25%	-5%	i	-11%	41%	-4%	-7%	-9

# Next part.
SMILES,APE1 inh,Pol iota inh,Apoferritin bind,PGK inhibitor,POLH inh,Pol beta inh,Pol kappa inh,BLM inh,RXFP1 antag
CC1CC(C)(C)CC2(C1)NC(=O)N(CC(=O)N1CCN(S(=O)(=O)c3cccc(Cl)c3Cl)CC1)C2=O (stereo not given),/,23%,/,0%,?,/,-11%,/,-10
CCN(CC)S(=O)(=O)c1ccc(OC)c(NS(=O)(=O)c2cccc(C(=O)O)c2)c1,?,-10%,-5%,i,-5%,1%,12%,-5%,3
C/C(=N\NC(=O)CNc1ccccc1)c1ccccc1,-1%,-19%,-20%,-2%,-17%,0%,-23%,-2%,1
O=C(c1cc(-c2ccc(F)cc2)nc2ccccc12)N1CCN(C2CCS(=O)(=O)C2)CC1 (stereo not given),-9%,15%,/,-3%,-2%,/,-3%,/,0
Cc1c(N)cc(N)cc1C(=O)O,20µM*,45µM*,-8%,-1%,8%,30%,89µM*,-5%,-3
COc1ccc(-c2csc(NC(C)c3nc4cc(Cl)c(Cl)cc4n3CCOCCO)n2)cc1 (stereo not given),/,?,/,i,-1%,/,11%,/,/

# A portion of the library; the hit share may differ from the screen's.
